# High-throughput results (PubChem)
# RAD52 inh: RAD52 DNA annealing inhibitors, primary screen, biochemical, FRET, single point, set 2; DNA repair protein RAD52 homolog (Homo sapiens), P43351; recombinant RAD52 DNA annealing, FRET fluorescence; inhibition, % at 18.7 µM; 360,000 compounds, 0.46% hits;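 active = every replicate showing at least 50% inhibition; inconclusive = mean inhibition at least 50% but not in every replicate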
# FN deposition inh: inhibitors of fibronectin matrix deposition, primary screen, AH1F cells, Alexa488-fibronectin fluorescence, plate reader. inhibition, % at 12.6 µM. AH1F fibroblasts, overnight. 350,000 compounds, 0.086% hits. AID 743247, 2014;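 active = mean inhibition across replicates of 30% or more, regardless of how many single replicates reach that level; inconclusive = mean under 30% yet at least half of replicates reach 30%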;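 note: positive control wells lacked labelled fibronectin entirely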
#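 Material: AH1F fibroblast monolayer depositing Alexa488-labelled fibronectin into matrix / Amount: 10000 AH1F cells per well / Signal: fluorescence 485/525 nm / Medium: DMEM, 2% serum / Compound: single dose, pinned / Incubation: 1 h cell adhesion before compound, then overnight fibronectin incubation / Reagent: Alexa488-FN, 24 nM final / Read-out: inhibition of fibronectin deposition signal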
# E-selectin induc: E-selectin induction in HUVECs, primary screen, imaging, HUVEC, immunofluorescence imaging, single point | P16581 | normalized: neutral wells 0, TNF-alpha wells 100 | activation, % at 7.58 µM | 260,000 compounds, 0.37% hits;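 active = mean E-selectin-positive cell signal at least 10% of the positive control, reached in at least 60% of replicates, without over 20% cell loss; inconclusive = no rule given, readout overlaps actives, possibly toxicity-flagged; inactive = the rest, including those meeting only one limit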;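 note: in these data hits start at about 27%; measured in HUVEC primary endothelial cells; signal is the percent of cells scored E-selectin positive by PE staining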
# Target sequence (P16581 whole entry, looked up): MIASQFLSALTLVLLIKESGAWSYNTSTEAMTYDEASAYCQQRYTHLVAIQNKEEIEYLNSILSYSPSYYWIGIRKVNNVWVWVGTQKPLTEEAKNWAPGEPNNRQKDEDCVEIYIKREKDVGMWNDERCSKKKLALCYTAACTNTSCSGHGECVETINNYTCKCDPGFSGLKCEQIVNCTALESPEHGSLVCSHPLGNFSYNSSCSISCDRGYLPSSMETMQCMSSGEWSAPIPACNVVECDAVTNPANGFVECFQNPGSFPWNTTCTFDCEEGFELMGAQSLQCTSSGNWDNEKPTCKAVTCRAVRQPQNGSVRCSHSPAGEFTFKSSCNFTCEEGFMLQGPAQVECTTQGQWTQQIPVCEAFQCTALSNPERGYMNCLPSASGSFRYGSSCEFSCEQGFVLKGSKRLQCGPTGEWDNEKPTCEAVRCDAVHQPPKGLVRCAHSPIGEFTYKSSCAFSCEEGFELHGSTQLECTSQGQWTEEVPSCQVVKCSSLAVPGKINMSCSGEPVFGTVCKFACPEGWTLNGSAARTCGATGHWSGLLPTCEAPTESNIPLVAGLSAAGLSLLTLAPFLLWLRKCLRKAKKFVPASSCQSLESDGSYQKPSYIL
#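 Test system: HUVEC; input: 3,000 HUVEC/well; measured by: immunofluorescence imaging; read-out: % PE-positive cells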
# esBAF inh: Bmi1 luciferase reporter increase in mESCs, primary screen, esBAF inhibitor project, mouse ES cells, Bmi1 luciferase knock-in, single point. 24 h; 100% = twice the neutral-well signal. reporter increase, % at 12.5 µM. 350,000 compounds, 2% hits. AID 602393, 2012; in the data active = activation above about 40%; inconclusive = no clear call, values can overlap the other calls;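 note: 0% = median of the plate's neutral control wells and 100% = double that signal; a rise in the Bmi1 reporter signal indicates esBAF inhibition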
# Xi reactivation: activators of inactive X chromosome reactivation, primary screen, imaging, XiGFP fibroblasts, GFP high-content imaging, set 2. XiGFP mouse fibroblasts, % GFP-positive cells imaging, 3 d; cells co-treated with 5-aza-dC sensitizer; scaled so ellipticine positive control = 100%. activation, % at 7.58 µM. 360,000 compounds, 0.055% hits;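 active = mean normalized replicate activation at least 10% and every replicate at or above 10%; inconclusive = only one of the two criteria met; inactive = mean below 10% and not all replicates reach 10%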;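 note: 0% = median of on-plate neutral control wells and 100% = ellipticine 6 µM median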
#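 System: 68-5-11 XiGFP fibroblast line | Buffer or medium: DMEM containing 5-aza-dC | Compound: Single point | Times: Compounds 3 days, fix/stain 15 min at room temperature | Benchmarks: Positive control ellipticine, 6 µM final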
# RAD54 inh: inhibitors of human RAD54 branch migration, primary screen, biochemical, fluorescence, single point. RAD54 Holliday junction branch migration, FAM/BHQ fluorescence. inhibition, % at 10.4 µM. 360,000 compounds, 0.14% hits. DNA repair and recombination protein RAD54-like (Homo sapiens), Q92698. AID 602329, 2012;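 active = mean normalized replicate activity at least 40 and at least half of replicates scoring 40 or more; inconclusive = only one of the two criteria met; inactive = mean below 40 and under half of replicates reaching 40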;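 note: 0% = median of neutral control wells and 100% = median of positive control wells; inhibitors cause a drop in the FAM fluorescence signal; in these data hits start at about 50%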
# S100A4 MyoIIA: inhibitors of S100A4-myosin IIA peptide binding, primary screen, biochemical, fluorescence polarization, TAMRA-MyoIIA peptide; Protein S100-A4 (Homo sapiens), P26447; inhibition, % at 10.7 µM; 360,000 compounds, 0.14% hits;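 active = mean inhibition of at least 70% across replicates, with every replicate also reaching that level; inconclusive = mean inhibition reaches 70% but some replicates fall short; inactive = mean inhibition below 70%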
# Target sequence (P26447 whole entry, looked up): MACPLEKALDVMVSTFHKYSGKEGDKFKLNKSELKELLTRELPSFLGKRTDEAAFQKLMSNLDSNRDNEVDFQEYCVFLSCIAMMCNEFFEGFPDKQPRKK
#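 Test system: S100A4 monomer protein. Medium: HEPES buffer with Ca2+, pH 7.2. Reagent: fluorescent myosin IIA peptide, 5 nM. Compound dosing: single-point compound testing. Timing: 5 min between mix addition and reading. Benchmarks: DMSO neutral and TFP positive wells.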
# EWS-Fli inh: EWS/Fli-driven NR0B1 reporter inhibitors, primary screen, A673 cells, NR0B1 luciferase, luminescence, MLPCN library; 350,000 compounds, 0.67% hits; viability-normalised; inhibition, % at 12.6 µM;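 active = mean inhibition of at least 50% after viability correction, with every replicate also passing that limit; inconclusive = mean reaches 50% but only one of two replicates passes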;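 note: firefly luciferase signal divided by Alamar Blue viability fluorescence both relative to DMSO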
# An asterisk follows results filed as active; ? = inconclusive; . = not tested or not shown.
entry	canonical_smiles	esBAF inh	EWS-Fli inh	S100A4 MyoIIA	Xi reactivation	FN deposition inh	E-selectin induc	RAD52 inh	RAD54 inh
1	Cc1c(N(C)S(=O)(=O)c2ccc(Cl)c(C(=O)NCC3CCCO3)c2)c(=O)n(-c2ccccc2)n1C (stereo unspecified)	0	5	5	0.0	-1	.	-9	8
2	c1ccc(OCc2nnc3sc(C4COc5ccccc5O4)nn23)cc1 (stereo unspecified)	1	0	-3	0.3	-4	.	-39	-5
3	O=C(CSc1nnnn1-c1ccccc1F)Nc1nc2ccccc2s1	-6	10	11	.	.	.	-31	-6
4	CCOc1ccc(C(C(=O)NC2CCCC2)N(C(=O)CNC(=O)c2ccco2)c2cccnc2)cc1 (stereo unspecified)	5	5	-3	0.1	-1	0.3	-10	6
5	CCCN1[C@H](C(=O)N[C@@H](C)c2ccccc2)[C@@H](CO)[C@@H]2Cn3c(ccc(-c4cccc(F)c4)c3=O)[C@@H]21	3	7	1	0.0	.	0.0	-6	-2
6	COc1ccccc1NC(=S)NC(=O)c1c(-c2ccccc2Cl)noc1C	.	8	-2	-0.1	-3	.	-25	12
7	COc1ccc(C(=O)N2C[C@H]3[C@@H](c4ccccc42)[C@H](CO)N3Cc2ccc(Cl)cc2)cc1	2	8	-7	0.2	.	0.2	4	5
8	O=c1[nH]cccc1-c1nc2cc(Cl)ccc2n1Cc1ccccc1	0	1	-2	0.0	-2	0.0	-10	-8
9	Cc1ccc(OCc2cc(C(=O)NCc3cc(F)ccc3C)no2)cn1	31	.	-1	0.1	-5	.	-53	-10
10	C[C@H]1CN([C@@H](C)CO)C(=O)c2cc(NC(=O)CCCN(C)C)ccc2O[C@H]1CN(C)S(=O)(=O)c1cn(C)cn1	-6	0	?	-0.1	.	-0.3	3	-2
11	COc1cc(C(=O)OC2CCOC2=O)cc(Cl)c1OC (stereo unspecified)	-6	-3	1	-0.1	-4	0.1	-16	-1
12	C[C@@H]1CN([C@@H](C)CO)C(=O)c2cc(NS(C)(=O)=O)ccc2O[C@@H](C)CCCCO[C@@H]1CN(C)S(=O)(=O)c1cn(C)cn1	-1	-13	-50	-0.1	.	-0.1	8	-13
13	CCN(CC)C(=O)c1cccc2nc3ccccc3nc12	4	-4	-3	0.0	-9	8.4	-7	4
14	O=C(C[C@H]1C[C@H]2c3cc(NC(=O)C4CCC4)ccc3O[C@H]2[C@@H](CO)O1)NCC1CC1	-4	-17	1	0.1	-15	-0.5	-4	6
15	COc1ccc(CC(=O)Nc2cc(S(=O)(=O)N3CCCCC3)ccc2C)cc1OC	.	7	-7	0.3	-4	.	-40	.
16	CC(=O)N1CCN(CC(=O)Nc2ccc(C)c(S(=O)(=O)N(C)C)c2)CC1	.	-4	0	0.4	12	.	-10	.
17	CCC(=O)Nc1ccc2c(c1)OC[C@H](C)N(C(=O)c1ccccn1)C[C@H](C)[C@@H](OC)CN(C)C2=O	-5	7	0	0.0	-6	-0.3	13	8
18	CC(Sc1nnc(-c2ccncc2)n1C)C(=O)NCC(=O)Nc1ccc(F)c(F)c1F (stereo unspecified)	7	-9	-4	-0.1	-7	-0.2	-5	-4
19	CC(=O)ONC(=Nc1ccccc1)c1nonc1N	.	7	-4	-0.1	-6	.	-7	.
20	CCCN(CCC)C(=O)Cn1c2ccccc2c2nc(=O)cc(C)n21	-6	9	5	-0.1	0	-0.8	-4	6
21	C[C@@H]1CN([C@H](C)CO)C(=O)c2cc(NC(=O)Nc3ccc(C(F)(F)F)cc3)ccc2O[C@H]1CN(C)C(=O)NC1CCCCC1	0	5	-7	-0.7	.	-0.8	9	-4
22	Cc1ccccc1N(C(=O)c1csnn1)C(C(=O)NC(C)(C)C)c1cccs1 (stereo unspecified)	-15	4	4	0.0	-10	.	-11	-10
23	O=C(N/N=C/c1ccc(O)cc1)c1nc(-c2ccccc2)n(-c2ccccc2)n1	8	.	.	0.0	2	.	.	17
24	CCCCOc1ccc(C(=O)NC2CCCCN(CCC)C2=O)cc1 (stereo unspecified)	.	-15	1	0.2	3	0.2	-26	.
25	O=C(C(=O)N1CCC(CNC(=O)C2COc3ccccc3O2)CC1)c1cccs1 (stereo unspecified)	.	-4	11	0.1	7	0.0	-7	.
26	O=C(NCc1ccc(/C=N\NC(=O)C(=O)Nc2ccccc2Br)o1)C(=O)Nc1ccccc1	-1	-3	11	0.2	5	0.0	-5	-4
27	O=C(C[C@@H]1CC[C@H]2[C@@H](COC[C@H](O)CN2Cc2cccc(F)c2)O1)NCc1ccncc1	3	0	6	0.2	-1	-0.1	-7	1
28	CCOC(=O)N1CCN(c2cc(=O)n(-c3ccc(Br)cc3)c(=O)[nH]2)CC1	-6	1	7	0.3	-1	-0.2	-11	11
29	CC(C)CC#Cc1cnc2c(c1)C(=O)N([C@H](C)CO)C[C@H](C)[C@H](CN(C)C(=O)Cc1ccccc1)O2	6	-4	5	0.9	-2	0.4	4	-2
30	O=C(NCc1ccccc1Cl)C1CCN(c2cnccn2)CC1	.	-3	3	0.1	8	0.6	-14	.
31	CCNC(=O)C[C@@H]1CC[C@@H]2[C@H](COC[C@H](O)CN2C(=O)C2CC2)O1	-4	9	13	0.2	-3	0.0	-6	-4
32	CCOCCCNC(=O)c1ccc2c(c1)N(Cc1ccccc1)C(=O)CS2=O (stereo unspecified)	-6	-3	-4	0.2	2	-0.1	-10	4
33	Oc1ccc(/C=N/n2c(COc3ccccc3)n[nH]c2=S)c(O)c1	-4	13	-9	0.1	-1	0.8	-9	8
34	CN(C)C(=O)c1ccc(-c2ccc([C@H]3[C@@H](CO)N4C(=O)CN(C(=O)CC5CC5)C[C@@H]34)cc2)cc1	.	9	5	0.1	-13	0.1	-9	.
35	O=C(C1CCCCC1)N1CC(=O)N2[C@H](CO)[C@H](c3ccc(C#CCc4ccccc4)cc3)[C@H]2C1	.	.	0	0.1	.	-0.4	6	.
36	CCCN(CC(=O)Nc1ccccc1C)C(=O)c1cc2ccccc2oc1=O	.	-5	0	0.2	0	-0.1	-1	.
37	COc1ccc(C(=O)NCCSCc2ccccc2Cl)cc1OC	-2	4	3	0.0	-6	-1.1	-9	-5
38	O=C(CC1C(=O)NCCN1Cc1ccccc1)NCCCOc1cccnc1 (stereo unspecified)	-3	2	-7	0.3	0	0.1	-20	3
39	C[C@H]1CN([C@@H](C)CO)C(=O)c2cccc(NC(=O)C3CCOCC3)c2O[C@H]1CN(C)S(=O)(=O)c1ccc(F)cc1	3	-1	3	0.3	.	-0.3	4	5
40	COCC(=O)N(C)C1(c2nnnn2CCOC(=O)Nc2ccc(Cl)cc2)CCCCC1	.	4	-3	0.1	4	.	-14	.
41	CC(=O)Nc1ccc(NC(=O)C(C)OC(=O)c2ccccc2NS(=O)(=O)c2cccs2)cc1 (stereo unspecified)	.	-35	2	0.0	1	2.7	-11	2
42	COc1ccc(CC(=O)OCC(=O)Nc2ccc3c(c2)OCO3)cc1	.	-4	-8	0.0	-7	0.7	-10	.
43	CN(C)c1oc(COc2ccc(F)cc2)nc1C#N	9	.	.	0.0	2	-0.3	.	-2
44	COc1ccc(CC(=O)N/N=C(\C)c2ccc(Br)s2)cc1	-1	6	51	0.1	4	.	-6	-3
45	O=C(O)CCCCCCC(=O)Nc1ccc(C2OC(CSCCO)CC(c3ccccc3)O2)cc1 (stereo unspecified)	.	-11	13	.	.	.	10	-23
46	Cn1c(SCC(=O)N2CCCC2)nc2ccccc21	.	2	-9	0.2	-5	3.2	-3	.
47	O=C(Nc1ccc2c(c1)CCC2)c1cnc(Cl)c(Cl)c1	.	-65	-3	0.1	13	6.2	-25	.
48	CNC(=O)c1nnsc1S(=O)c1ccc(Cl)cc1 (stereo unspecified)	.	-11	-2	2.5	.	.	8	.

# Whole records as entered above. Values in the order: esBAF inh | EWS-Fli inh | S100A4 MyoIIA | Xi reactivation | FN deposition inh | E-selectin induc | RAD52 inh | RAD54 inh
# Shown for `CC(=O)Nc1ccc(NC(=O)C(C)OC(=O)c2ccccc2NS(=O)(=O)c2cccs2)cc1` (stereo unspecified) : . | -35 | 2 | 0.0 | 1 | 2.7 | -11 | 2
# Shown for `COc1ccc(CC(=O)OCC(=O)Nc2ccc3c(c2)OCO3)cc1` : . | -4 | -8 | 0.0 | -7 | 0.7 | -10 | .
# Shown for `O=C(Nc1ccc2c(c1)CCC2)c1cnc(Cl)c(Cl)c1` : . | -65 | -3 | 0.1 | 13 | 6.2 | -25 | .
# Shown for `Cn1c(SCC(=O)N2CCCC2)nc2ccccc21` : . | 2 | -9 | 0.2 | -5 | 3.2 | -3 | .

# Further records.
entry	canonical_smiles	esBAF inh	EWS-Fli inh	S100A4 MyoIIA	Xi reactivation	FN deposition inh	E-selectin induc	RAD52 inh	RAD54 inh
49	CCNc1nc(Oc2ccc(C(=O)OC)cc2)nc(N2CCOCC2)n1	-5	11	21	0.0	-8	13	-6	-2
50	COCC(C)n1c(C)cc(C(=O)CSc2nc(C)c(C)c(C)n2)c1C (stereo unspecified)	-1	-4	0	.	6	-0.1	-12	.
51	CC(=O)c1ccc(OCc2cc(C(=O)N3CCN4CCCC4C3)no2)cc1 (stereo unspecified)	3	0	-4	-0.1	-1	.	-14	-6
52	C[C@@H]1CN([C@@H](C)CO)S(=O)(=O)c2ccc(C#CC3CCCCC3)cc2O[C@H]1CN(C)Cc1cccnc1	-3	20	10	-0.5	.	-0.1	12	1
53	CCOC(=O)CNC(=O)CNC(=O)c1nn(-c2ccc(OC)c(OC)c2)c(=O)c2ccccc12	5	-8	-7	0.0	2	1.8	1	5
54	Cc1ccc(S(=O)(=O)N(C)C)cc1NC(=O)COC(=O)C1CC1	-5	-6	18	0.0	-3	.	-1	-3

# Two records picked at random from those above, as already listed:
entry	canonical_smiles	esBAF inh	EWS-Fli inh	S100A4 MyoIIA	Xi reactivation	FN deposition inh	E-selectin induc	RAD52 inh	RAD54 inh
7	COc1ccc(C(=O)N2C[C@H]3[C@@H](c4ccccc42)[C@H](CO)N3Cc2ccc(Cl)cc2)cc1	2	8	-7	0.2	.	0.2	4	5
27	O=C(C[C@@H]1CC[C@H]2[C@@H](COC[C@H](O)CN2Cc2cccc(F)c2)O1)NCc1ccncc1	3	0	6	0.2	-1	-0.1	-7	1
